CHRM4 antagonist: human M4 muscarinic receptor antagonists, primary screen, CHO cells, Fluo-8 calcium fluorescence; Muscarinic acetylcholine receptor M4 (Homo sapiens), P08173; CHO-hM4 cells, ACh EC80; inhibition, % at 3 µM; hit rate 0.73% among 360,000; AID 624125, 2012;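 active = inhibition above its plate's cutoff, the mean inhibition of sample wells plus 3 SD, cut at about 27% in these data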;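 also: 0% = acetylcholine EC80 with DMSO and 100% = DMSO without agonist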
Target sequence (P08173 whole entry, looked up): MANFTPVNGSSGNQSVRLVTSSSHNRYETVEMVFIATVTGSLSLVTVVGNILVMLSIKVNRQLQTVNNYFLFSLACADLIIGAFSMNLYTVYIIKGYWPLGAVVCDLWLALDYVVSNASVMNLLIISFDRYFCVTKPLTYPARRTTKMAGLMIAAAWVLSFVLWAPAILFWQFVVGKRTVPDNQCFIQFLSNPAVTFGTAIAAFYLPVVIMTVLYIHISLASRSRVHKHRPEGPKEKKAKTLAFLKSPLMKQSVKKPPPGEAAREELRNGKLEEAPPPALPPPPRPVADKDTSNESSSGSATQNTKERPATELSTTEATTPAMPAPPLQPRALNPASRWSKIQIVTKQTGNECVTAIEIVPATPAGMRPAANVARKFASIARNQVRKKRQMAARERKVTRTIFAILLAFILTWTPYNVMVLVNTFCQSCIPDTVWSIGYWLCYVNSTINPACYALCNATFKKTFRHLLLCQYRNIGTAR
CHRM1 antagonist: human M1 muscarinic receptor antagonists, primary screen, CHO-K1 cells, Fluo-8 calcium fluorescence, 1536-well. CHO-K1 hM1, ACh EC80 antagonist. Muscarinic acetylcholine receptor M1 (Homo sapiens), P11229. hit rate 1.3% among 360,000. inhibition, % at 3 µM;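 active = percent inhibition above its own plate's cutoff, namely the mean of that plate's compound wells plus 3 SD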;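 also: peak over basal fluorescence ratio during 140 s after agonist addition; 0% = ACh EC80 plus DMSO and 100% = DMSO alone without agonist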
CHRM5 agonist: human M5 muscarinic receptor agonists, primary screen, CHO-K1 cells, Fluo-8 calcium fluorescence. Muscarinic acetylcholine receptor M5 (Homo sapiens), P08912. CHO-K1 hM5 cells; 0% DMSO wells, 100% maximal acetylcholine response. activation, % at 3 µM. hit rate 0.19% among 360,000;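 active = activation above the run's mean over test compounds plus 3 SD, cut at about 23% in these data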;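 also: signal is peak over basal fluorescence ratio across the kinetic read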
Target sequence (P08912 whole entry, looked up): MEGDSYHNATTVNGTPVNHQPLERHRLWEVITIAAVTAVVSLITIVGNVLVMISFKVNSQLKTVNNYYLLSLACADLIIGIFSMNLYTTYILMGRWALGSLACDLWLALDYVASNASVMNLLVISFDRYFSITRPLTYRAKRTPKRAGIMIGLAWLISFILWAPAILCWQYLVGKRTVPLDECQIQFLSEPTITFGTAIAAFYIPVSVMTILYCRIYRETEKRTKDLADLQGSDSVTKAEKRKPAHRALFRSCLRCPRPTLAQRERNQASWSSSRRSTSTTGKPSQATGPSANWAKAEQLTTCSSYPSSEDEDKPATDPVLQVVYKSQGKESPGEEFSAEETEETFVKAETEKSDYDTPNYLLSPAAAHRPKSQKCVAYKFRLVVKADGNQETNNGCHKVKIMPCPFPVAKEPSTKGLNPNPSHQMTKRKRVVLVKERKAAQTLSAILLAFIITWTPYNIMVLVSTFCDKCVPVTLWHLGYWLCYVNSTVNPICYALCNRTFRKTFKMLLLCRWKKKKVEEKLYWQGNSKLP
CHRM5 antagonist: human M5 muscarinic receptor antagonists, primary screen, CHO cells, Fluo-8 calcium fluorescence; CHO-hM5 cells, ACh EC80; inhibition, % at 3 µM; hit rate 0.59% among 360,000;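 active = inhibition above a per-plate cutoff, the mean of that plate's test compounds plus 3 SD, cut at about 27% in these data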;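 also: 0% = acetylcholine EC80 with DMSO and 100% = DMSO without agonist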
M1 PAM: human M1 muscarinic receptor positive allosteric modulators, primary screen, CHO-K1 cells, Fluo-8 calcium fluorescence, 1536-well; hit rate 0.088% among 360,000; AID 588819, 2011; CHO-K1 hM1, ACh EC20; 0% = ACh EC20, 100% = maximal ACh; Muscarinic acetylcholine receptor M1 (Homo sapiens), P11229; activation, % at 3 µM; in the data active = activation above about 19%, passing the limit was not always enough
CHRM5 PAM: human M5 muscarinic receptor positive allosteric modulators, primary screen, CHO-K1 cells, Fluo-8 calcium fluorescence; Muscarinic acetylcholine receptor M5 (Homo sapiens), P08912; CHO-K1 hM5, ACh EC20 PAM; 0% = ACh EC20, 100% = ACh EC100; activation, % at 3 µM; hit rate 0.3% among 360,000; AID 624038, 2012;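 active = activation above the run cutoff, the mean activation of all test compounds plus 3 SD, cut at about 18% in these data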
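System – CHO-K1 hM5 cells · Compound – 3 µM, single dose · Incubation – compound preincubation 140 s before EC20 acetylcholine addition · Technique – Fluo-8 calcium fluorescence · Measure – Max/basal fluorescence ratio as % of EC20–EC100 ACh window · Benchmarks – low control EC20 acetylcholine (0%), high control EC100 acetylcholine (100%) · Replication – singlicate, one well per test compound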
CRFBP-R2 agonist: agonists of CRF-BP/CRF-R2 complex, primary screen, cell-based, HEK293, calcium dye fluorescence, uHTS; CRF-binding protein / CRF receptor 2 complex (human); calcium dye fluorescence (FLIPR); percent of saturating CRF peptide response; activation, % at 13.2 µM; hit rate 0.46% among 350,000; AID 588473, 2011;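 active = activation of at least 50%, plus an integration ratio under a set limit after plate pattern correction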;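 also: plate controls were neutral control wells without compound for no effect and CRF at EC100 for full effect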
CHRM4 agonist: human M4 muscarinic receptor agonists, primary screen, CHO-K1 cells, Fluo-8 calcium fluorescence; activation, % at 3 µM; CHO-K1 hM4/Gqi5; vehicle 0%, full acetylcholine response 100%; hit rate 0.14% among 360,000;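 active = activation above the run mean over all test wells plus 3 SD, cut at about 32% in these data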;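 also: peak over basal fluorescence ratio per well then scaled between controls; 0% = DMSO wells and 100% = acetylcholine at EC100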
M4 PAM: human M4 muscarinic receptor positive allosteric modulators, primary screen, CHO-K1 cells, Fluo-8 calcium fluorescence. CHO-K1 hM4/Gqi5, ACh EC20; 0% = ACh EC20, 100% = maximal ACh. activation, % at 3 µM. hit rate 0.4% among 360,000. AID 624126, 2012;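 active = activation above its plate's cutoff, the mean activation of sample wells plus 3 SD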; also: some results filed as inactive read as strong as hits
The depositor's hits bear a star.

SMILES | CHRM4 antagonist | CHRM1 antagonist | CHRM5 agonist | CHRM5 antagonist | M1 PAM | CHRM5 PAM | CRFBP-R2 agonist | CHRM4 agonist | M4 PAM
COC(=O)c1ccc(/C=C/c2c(-c3ccc(OC)cc3)oc3ccc(N4CCOCC4)cc23)cc1 | 1 | 10 | 3 | 10 | -4 | -2 | 0.4 | 2 | 1
O=[N+]([O-])c1ccccc1C=NNC(=S)NN=Cc1ccccc1[N+](=O)[O-] | 2 | 9 | -12 | 13 | -14 | -22 | -2.2 | 3 | -12
CC(C)(C)OC(=O)N1CCC[C@H]1C(=O)NCC1CCC(C(=O)O)CC1 (stereo partly specified) | -3 | 6 | 0 | 1 | 4 | -4 | 1.7 | 1 | -1
CCN(c1ccc(NC(=O)c2ccc(N3CCCC3=O)cc2)cc1)C(C)C | -8 | 0 | 0 | 5 | -2 | 0 | 0.8 | 9 | 0
O=C(COC(=O)[C@H](Cc1ccccc1)NC(=O)c1cccs1)NC1CCCCC1 | -6 | -9 | 0 | 6 | 5 | -7 | -0.8 | 7 | -1
Cc1cc(C(=O)NC2CCCc3c2cnn3-c2cc(F)cc(F)c2)nn1C (stereo unspecified) | -6 | 2 | 1 | 9 | 3 | -4 | -0.5 | 3 | 4
O=[N+]([O-])c1ccc(N2CCN(C(=S)Nc3ccc(F)cc3)CC2)cc1 | 4 | 22 | 8 | 13 | -9 | -19 | -2.5 | 15 | -11
O=C(NCC1CC1)c1onc(CSc2ccc(F)cc2)c1C(=O)NCC1CC1 | 2 | -1 | -3 | 6 | 0 | 1 | 0.6 | -1 | 6
O=C(Nc1nnc(-c2ccccc2Cl)o1)c1nc2ccccc2s1 | -6 | 1 | 65* | 7 | -6 | -17 | 140* | 111* | -9
CCOC(=O)c1nnc(-c2ccccc2)nc1N1CC(C)OC(C)C1 (stereo unspecified) | -9 | -6 | -3 | -11 | 5 | 6 | -0.7 | 1 | -5
CC(C)N1CCN(Cc2ccc(Oc3ncccn3)cc2)CC1CCO (stereo unspecified) | 7 | -1 | -2 | 9 | -7 | 1 | 1.4 | 1 | -18
O=C(Cc1c[nH]c2ccccc12)Nc1nccs1 | 3 | -2 | -1 | -2 | 5 | 2 | 0.8 | 3 | -4
O=C(NC(C(=O)N/N=C/c1cccnc1)c1n[nH]c(=O)c2ccccc12)c1ccccc1 (stereo unspecified) | -4 | -11 | 2 | 3 | 12 | 4 | 96* | 1 | 3
Cc1ccc(N2CCN(S(=O)(=O)c3ccc(-n4cnnn4)cc3)CC2)c(C)c1 | -6 | -4 | -6 | 0 | 5 | 2 | -0.2 | 1 | 8
COC(=O)c1ccc(COn2nnc3ccccc32)cc1 | -1 | 2 | -5 | 1 | -3 | -6 | -0.8 | 0 | -1
COc1ccc(CC(=O)N/N=C(\C)CC(=O)NCc2ccco2)cc1OC | -6 | -6 | -1 | 2 | 6 | 4 | -1.0 | 3 | -10
Nc1ccc(Sc2ccccc2Cl)nc1 | 0 | -5 | -4 | -3 | -1 | 4 | -0.5 | 1 | -16
O=C(Cc1ccc(S(=O)(=O)N2CCOCC2)s1)NCCc1ccc(F)cc1 | -11 | -2 | -2 | 0 | 4 | 1 | -0.3 | 2 | 1
CC(C)(C)NC(=O)COc1ccc(S(=O)(=O)N2CCCC2)cc1 | 2 | -18 | 1 | 8 | 13 | -1 | 0.3 | 1 | -3
O=C(CN1C(=O)c2ccccc2C1=O)OCC(=O)c1ccccc1 | -9 | -12 | 2 | -4 | 10 | 2 | 1.2 | 0 | 2
O=C(OCC(=O)c1ccc(Cl)cc1Cl)c1ccc2c(c1)C(=O)N(c1cccc3ncccc13)C2=O | 4 | 1 | 0 | -4 | 5 | 5 | 3.4 | 1 | 5
Cc1ccc(C(=O)NCC(=O)NNC(=O)CN(C)S(=O)(=O)c2ccc(Cl)cc2)s1 | -8 | 2 | 1 | 1 | 1 | 2 | 0.8 | 0 | 4
Cc1ccc(S(=O)(=O)N2C[C@@H]3[C@H]4CC[C@H](C4)[C@@H]3[C@@H](C)[C@@H]2c2cn(Cc3ccccc3)c3ncccc23)cc1 | 0 | 12 | 2 | 1 | -6 | -5 | 0.6 | -1 | -4
CCN(CC(=O)Nc1cccc(OC)c1)C(=O)C1CCN(C(=O)Nc2ccccc2)CC1 | 2 | 1 | -2 | -8 | 6 | 2 | 0.2 | 1 | 5
Cc1nc(SCC(=O)Nc2cc(C)on2)c2c(C)c(C)sc2n1 | 1 | 12 | -1 | 1 | -9 | -8 | -0.4 | 0 | -9

Reprinted at random: 3 entries already listed, in no set order.
SMILES | CHRM4 antagonist | CHRM1 antagonist | CHRM5 agonist | CHRM5 antagonist | M1 PAM | CHRM5 PAM | CRFBP-R2 agonist | CHRM4 agonist | M4 PAM
O=[N+]([O-])c1ccccc1C=NNC(=S)NN=Cc1ccccc1[N+](=O)[O-] | 2 | 9 | -12 | 13 | -14 | -22 | -2.2 | 3 | -12
Nc1ccc(Sc2ccccc2Cl)nc1 | 0 | -5 | -4 | -3 | -1 | 4 | -0.5 | 1 | -16
COC(=O)c1ccc(COn2nnc3ccccc32)cc1 | -1 | 2 | -5 | 1 | -3 | -6 | -0.8 | 0 | -1

One compound at a time, from the list above. Order of screens: CHRM4 antagonist | CHRM1 antagonist | CHRM5 agonist | CHRM5 antagonist | M1 PAM | CHRM5 PAM | CRFBP-R2 agonist | CHRM4 agonist | M4 PAM
Record of CC(C)(C)NC(=O)COc1ccc(S(=O)(=O)N2CCCC2)cc1 = 2 | -18 | 1 | 8 | 13 | -1 | 0.3 | 1 | -3
Record of CC(C)(C)OC(=O)N1CCC[C@H]1C(=O)NCC1CCC(C(=O)O)CC1 (stereo partly specified) = -3 | 6 | 0 | 1 | 4 | -4 | 1.7 | 1 | -1
Record of O=C(COC(=O)[C@H](Cc1ccccc1)NC(=O)c1cccs1)NC1CCCCC1 = -6 | -9 | 0 | 6 | 5 | -7 | -0.8 | 7 | -1
Record of O=C(CN1C(=O)c2ccccc2C1=O)OCC(=O)c1ccccc1 = -9 | -12 | 2 | -4 | 10 | 2 | 1.2 | 0 | 2
Record of Cc1ccc(N2CCN(S(=O)(=O)c3ccc(-n4cnnn4)cc3)CC2)c(C)c1 = -6 | -4 | -6 | 0 | 5 | 2 | -0.2 | 1 | 8

Following part.
SMILES | CHRM4 antagonist | CHRM1 antagonist | CHRM5 agonist | CHRM5 antagonist | M1 PAM | CHRM5 PAM | CRFBP-R2 agonist | CHRM4 agonist | M4 PAM
CC(C(=O)Nc1cccc(S(=O)(=O)N2CCOCC2)c1)N1CCN(C)CC1 (stereo unspecified) | 10 | -8 | -2 | 1 | 8 | 2 | 1.2 | 1 | 2
CSCCC(NC(=O)c1cc(S(=O)(=O)N2CCOCC2)ccc1C)c1nc2ccccc2[nH]1 (stereo unspecified) | 9 | -9 | -4 | 12 | 8 | -4 | 0.4 | 1 | 0
CCn1c2ccccc2c2cc(/C=N/NC(=O)c3cccc(C)c3)ccc21 | 10 | -8 | -10 | 14 | 4 | -3 | -2.6 | 0 | 0
O=C(NCc1ccccc1)C(c1ccco1)N(C(=O)c1ccccn1)c1ccccc1 (stereo unspecified) | -3 | 4 | -5 | 49* | -4 | -9 | 1.8 | 5 | -1
Cc1ccc(NC(=O)CSc2ccccc2)cc1S(=O)(=O)N1CCCCC1 | 4 | 2 | 5 | 1 | -6 | -11 | 3.0 | 14 | -3
Cc1ccc(N(CC(=O)N(C)Cc2ccccc2)S(C)(=O)=O)cc1C | 7 | -11 | -11 | 5 | 1 | -1 | 0.2 | 1 | -6
O=C(CN1C(=O)CCSc2ccccc21)Nc1cccc(F)c1 | 8 | -7 | 0 | -7 | 1 | -5 | 0.4 | 2 | -10
COc1ccccc1CN(C)C(=O)c1sccc1-c1ccccc1 | -21 | -2 | -6 | 3 | -2 | -8 | -0.9 | 1 | -1
CCCC(c1nnnn1C(C)(C)C)N1CCN(Cc2ccccc2)CC1 (stereo unspecified) | 8 | 2 | -4 | 9 | -2 | 2 | -2.6 | 1 | 5
COc1ccc(CCNC(=O)CCS(=O)(=O)c2ccc3c(c2)NC(=O)CS3)cc1OC | 0 | 0 | -1 | 0 | 2 | 0 | 1.7 | 0 | -1
Cc1ccc(-c2csc(/C(C#N)=C/Nc3ccc4c(c3)OCCO4)n2)cc1 | 8 | 10 | 2 | -2 | 4 | 5 | -0.5 | 1 | -3
CCOCCCNCC(=O)Nc1ccc(OC(F)(F)F)cc1 | 3 | -11 | 0 | 5 | 10 | -3 | -0.4 | 2 | -2
CNS(=O)(=O)c1ccc(C)c(S(=O)(=O)NC)c1 | -5 | 8 | 0 | 3 | 0 | 1 | 0.0 | 0 | 11
O=C(Nc1ccc(N2CCOCC2)c(Cl)c1)c1c(F)c(F)c(F)c(F)c1F | -8 | -12 | -7 | -8 | 10 | -4 | 4.8 | 0 | 13
Cc1ccc(S(=O)(=O)Nc2c(C)cc(C)nc2Cl)cc1 | 1 | -6 | -5 | 2 | 4 | -6 | -2.4 | 1 | -1
O=C(ON=C1CCN(S(=O)(=O)c2ccccc2)CC1)c1ccc(Cl)cc1 | -6 | 5 | -1 | -6 | -1 | 3 | 2.9 | 1 | -4
Cc1cccc(C)c1OCC(=O)NCc1ccccc1 | -10 | -21 | -5 | 6 | 15 | -1 | -1.4 | 1 | -2
COc1ccc(N2CCN(Cc3cc(=O)c(OCC(=O)NC4CCCC4)co3)CC2)cc1 | -10 | -7 | 2 | 6 | 10 | -1 | 0.6 | 1 | 0
COc1ccccc1S(=O)(=O)CC(O)COc1ccc(C#N)cc1 (stereo unspecified) | 2 | 3 | -3 | -2 | -5 | -5 | 0.6 | 4 | -9
CCCSC1=C(C#N)C(c2ccccc2C)C(C(=O)OC)C(=O)N1 (stereo unspecified) | -6 | -5 | -4 | -5 | 7 | 6 | -6.0 | 3 | 2
